# Screens (PubChem)
# OPRM1-OPRD1 inv: inverse agonist of human OPRM1-OPRD1 heterodimerization; P35372+P41143; cell-based MOR-DOR heterodimer luminescence, inverse agonism; inhibition, % at 9.3 µM; 340,000 tested, 0.21% active; AID 504357; in the data active = inhibition above about 22%, passing the limit was not always enough;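 note: 0% = cells with DMSO and 100% = wells without cells with DMSO; values of inactives mirror those of a sister screen read the other way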
# PKA-R1A act: activators of PKA-R1A complex; activation, % at 11.4 µM; AID 504707; PKA-R1A dissociation, Cy5-IP20 fluorescence polarization; scaled: DMSO 0%, 113 µM cGMP 100%; 340,000 tested, 0.083% active; P00514+P68181;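 active = percent activation above the mean of all tested compounds plus 3 SD, cut at about 19% in these data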;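 note: higher means more PKAc released from R1A so a rise in polarization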
# Arr AP2 block: blocks beta-arrestin peptide binding to AP2 adaptin; FITC-arrestin peptide / GST-AP2 beads, flow cytometry; AP2 beta2 appendage carries R879A mutation; 340,000 tested, 0.31% active; inhibition, % at 10 µM;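 active = inhibition above a set limit, near 3 SD of compounds lacking own fluorescence, cut at about 54% in these data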;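 note: plate controls were DMSO wells for no effect and 5 µM unlabelled arrestin peptide for full effect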
#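 System: GST-tagged AP2 beta2-adaptin appendage (R879A) on 4 µm glutathione beads / Reagent: FITC-arrestin peptide, 50 nM / Detection: HyperCyt-sampled flow cytometry, FL1 channel, ex 488/em 535 nm / Timing: 12 min plus 1 h, RT / Buffer or medium: PBS plus Tween 20 (0.05%) and BSA (0.1%)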
# AddAB inh: less growth of phage-infected E. coli with AddAB. 330,000 tested, 0.29% active. inhibition, % at 11.9 µM. E. coli expressing H. pylori AddAB, absorbance growth; in the data active = inhibition above about 12%;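 note: 0% = vehicle wells of infected cells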
# MOR-DOR ag: agonists of human mu-delta opioid receptor heterodimerization; P35372+P41143; cells, OPRM1-OPRD1 heterodimerization, luminescence; activation, % at 9.3 µM; 340,000 tested, 0.3% active; AID 504326; in the data active = activation above about 18%;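 note: 0% = vehicle-treated cells and 100% = reference agonist; values of inactives mirror those of a sister screen read the other way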
# phage Ecoli inh: E. coli growth loss with phage present. growth absorbance. inhibition, % at 11.9 µM. 360,000 tested, 0.26% active; in the data active = inhibition above about 11%
# Ecoli viability: counter-screen for AddAB inhibitors: E. coli growth inhibition; 330,000 tested, 0.27% active; E. coli V3065 growth, OD600 absorbance, 18 h; inhibition, % at 11.9 µM;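 active = inhibition above the campaign's mean inhibition across all tested compounds plus 3 SD, cut at about 9.9% in these data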;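 note: uninfected addAB+ strain grown without phage in ampicillin broth; 0% = DMSO wells and 100% = ciprofloxacin 0.95 µg/ml wells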
# SUMO Mot1 rescue: SUMOylation pathway inhibition by Mot1-301 growth rescue; S. cerevisiae Mot1-301 growth rescue, ATP luminescence, 38.5C; percent above DMSO median, 100 means doubled; growth rescue, % at 18.8 µM; 320,000 tested, 1% active; AID 2716;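 active = every valid replicate shows activation above 250% relative to neutral control wells; inactive = the rest, any valid replicate at or below 250%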;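 note: OY570 slx delta 5 strain wells were the positive control but not used for scaling; some compounds called inactive have numbers as strong as hits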
# PfHsp90 yeast 2: growth inhibition of yeast expressing Plasmodium Hsp90 | S. cerevisiae expressing PfHsp90, BacTiter-Glo ATP, 48 h; yeast lacking PDR1 and PDR3 efflux regulators | inhibition, % at 9.4 µM | 310,000 tested, 0.32% active;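 active = every replicate shows inhibition above about 80%, whatever the replicate mean, limit read from the data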;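 note: 0% = DMSO neutral controls and 100% = 20 µM radicicol positive controls; yeast relying on Plasmodium falciparum Hsp90 in place of its own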
# Pemphigus Ab inh: blocks pemphigus antibody binding to human desmoglein-3; P32926; DSG3-coupled beads, scFv-anti-DSG3-GFP binding, flow cytometry; hits give low values; 310,000 tested, 0.48% active; binding (percent of control), % at 10 µM;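 active = binding more than 3 SD below its plate's average and above zero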;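 note: hits lower antibody fragment binding to DSG3; some compounds called inactive have numbers as strong as hits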
# Target sequence (P32926 whole entry, looked up, the tested form may be a part): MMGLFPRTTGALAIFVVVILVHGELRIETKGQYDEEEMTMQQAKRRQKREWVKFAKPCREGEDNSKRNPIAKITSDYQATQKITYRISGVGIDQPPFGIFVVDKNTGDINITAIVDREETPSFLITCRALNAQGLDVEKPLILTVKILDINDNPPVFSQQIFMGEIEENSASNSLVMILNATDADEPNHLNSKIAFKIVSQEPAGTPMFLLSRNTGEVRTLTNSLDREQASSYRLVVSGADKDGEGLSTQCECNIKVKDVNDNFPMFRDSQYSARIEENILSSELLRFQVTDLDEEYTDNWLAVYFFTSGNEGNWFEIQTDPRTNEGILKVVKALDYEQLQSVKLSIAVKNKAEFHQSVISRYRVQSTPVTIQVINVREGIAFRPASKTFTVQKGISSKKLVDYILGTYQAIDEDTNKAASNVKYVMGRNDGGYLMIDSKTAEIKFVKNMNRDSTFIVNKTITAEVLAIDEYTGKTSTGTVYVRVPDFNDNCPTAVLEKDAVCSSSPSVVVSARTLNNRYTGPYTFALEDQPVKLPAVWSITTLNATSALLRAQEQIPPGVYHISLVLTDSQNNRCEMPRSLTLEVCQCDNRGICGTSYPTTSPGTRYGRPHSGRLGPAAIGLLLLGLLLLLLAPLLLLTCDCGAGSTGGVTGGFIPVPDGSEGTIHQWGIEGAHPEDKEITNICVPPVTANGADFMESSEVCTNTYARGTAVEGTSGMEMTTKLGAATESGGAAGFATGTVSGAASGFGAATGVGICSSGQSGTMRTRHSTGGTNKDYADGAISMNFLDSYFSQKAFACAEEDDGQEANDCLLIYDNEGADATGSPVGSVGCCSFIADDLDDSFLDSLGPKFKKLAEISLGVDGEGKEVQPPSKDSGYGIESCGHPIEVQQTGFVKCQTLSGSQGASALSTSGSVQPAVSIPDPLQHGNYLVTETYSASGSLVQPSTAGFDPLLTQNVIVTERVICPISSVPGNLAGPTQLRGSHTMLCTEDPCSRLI
# Tat export inh: inhibitors of E. coli Tat protein transport; E. coli MC4100 TorA-mCherry Tat export, fluorescence; inhibition, % at 10 µM; 340,000 tested, 0.036% active; AID 488895;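 active = mean replicate inhibition at least 50% and at least half of replicates individually reaching 50%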;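 note: exported cargo escapes ClpAP degradation while cytoplasmic cargo is degraded and loses fluorescence; 0% = median of neutral control wells and 100% = median of NaSCN control wells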
# The depositor's hits bear a star; / = not tested or not shown.
SMILES,OPRM1-OPRD1 inv,PKA-R1A act,Arr AP2 block,AddAB inh,MOR-DOR ag,phage Ecoli inh,Ecoli viability,SUMO Mot1 rescue,PfHsp90 yeast 2,Pemphigus Ab inh,Tat export inh
CCN(CC(=O)Nc1ccc(NC(C)=O)cc1)C(=O)CCCSc1nc2ccccc2[nH]1,0,-4,66*,4.7,0.1,2.6,-1.1,-18,-29,101,-7
COc1ccc2c(Cl)c(C(N)=O)sc2c1,2,-4,-2,2.6,-0.3,1.7,-1.1,21,-12,85,-2
COCCNC(=O)C(c1ccco1)N(C(=O)Cn1nnc2ccccc21)c1cccc(C)c1C (centres undefined),12,-9,5,1.2,-2.1,-0.5,0.6,5,-30,97,0
CC(=O)Nc1ccc(/C=C/c2nc(-c3ccccc3O)n[nH]2)cc1,14,-4,31,0.4,-2.5,1.6,0.5,2,-10,95,-5
CC(C)CC(C)N1CCC(n2nccc2NC(=O)CCc2ccccc2)CC1 (centres undefined),-8,-6,-5,0.0,1.5,2.9,-1.4,263,-14,/,15
NS(=O)(=O)c1ccc(NC(=S)Nc2cc(Cl)c(Cl)cc2Cl)cc1,-8,5,-3,0.1,1.4,3.6,1.1,-7,22,108,-9
CN1CCC(N(C)C(=O)c2sc3cc(F)ccc3c2Cl)CC1,0,-10,-3,-0.2,0.0,3.8,-3.9,4,-32,89,3
O=C(NCc1ccccn1)Nc1cccc(Cl)c1,11,-5,9,3.1,-2.0,1.7,0.3,54,-5,98,-3
c1ccc2sc(NCC3CCCO3)nc2c1 (centres undefined),-10,-11,10,0.8,1.9,1.4,3.6,/,27,98,-5
C=CCn1c(SCC(=O)Nc2cccc3ccccc23)nnc1-c1cnccn1,8,8,23,0.0,-1.6,0.5,0.5,-7,4,102,-52
Cc1ccc(F)cc1NC(=O)C1C2CCC(O2)C1C(=O)O (centres undefined),-1,9,30,1.5,0.1,-1.5,1.1,12,-14,91,-12
CCC(=O)c1ccc(OCC(=O)OCC(=O)c2c(N)n(C)c(=O)n(C)c2=O)cc1,14,2,5,-1.0,-3.5,4.1,0.2,-14,-15,106,1
CCOC(=O)C1CCCN(C(=O)/C=C/c2ccc(OC)cc2)C1 (centres undefined),6,-4,-8,-0.7,-0.9,3.7,0.6,4,14,106,0
COc1cc(OC)c2ccc(=O)oc2c1C(CCN1CCCC(C)C1)c1ccc(N(C)C)cc1 (centres undefined),18,5,-3,0.4,-3.3,2.4,0.0,15,0,105,1
COc1ccc(NC(=O)COc2coc(CN3CCc4ccccc4C3)cc2=O)cc1,0,-3,-17,1.7,0.0,0.5,-0.2,7,27,98,4
CCC(C(=O)NCCc1ccccc1)c1ccccc1 (centres undefined),16,-2,-14,0.0,-2.9,-0.3,0.7,23,-6,112,-5
Cc1cnc(CN(C)C(=O)c2ccc3oc(Cc4ccc(Cl)cc4)nc3c2)[nH]1,14,-7,-22,0.7,-2.6,3.0,-1.5,6,12,101,17
CCN(CC)C(=O)CSc1nnc2nnc3cc(OC)ccc3n12,/,/,-14,-0.1,/,-2.1,-3.5,6,/,98,/
CC(C)[C@H](NC(=O)c1ccccc1)C(=O)O,14,-9,9,4.3,-3.0,1.7,-0.9,-7,0,116,3
CCOC(=O)C1=C(CN2CCN(C(=O)c3ccco3)CC2)NC(=O)NC1c1ccccc1 (centres undefined),3,-5,-9,-1.2,-0.5,/,-2.5,2,37,/,-9
CN1CCN(C(=S)NC(=O)/C=C/c2ccccc2)CC1,-2,1,-6,1.2,0.3,1.1,2.1,6,-20,103,-3
O=C1/C(=C2\C(=O)N(Cc3ccc(F)cc3)c3ccccc32)SC(=S)N1CCS(=O)(=O)O,-42,-5,3,-1.4,8.4,1.0,-0.2,1,-11,101,-6
CC(C)(C)NC(=O)Cn1c(-c2nonc2N)nc2ccccc21,/,-1,7,1.6,/,2.7,0.1,0,-3,105,-5
Cc1cccn2c(CN(C)C3CCOC3)c(C(=O)N3CCCCC3)nc12 (centres undefined),9,-15,-8,1.3,-1.8,1.8,1.2,-3,-12,98,-3
CCC(C)N(C(=O)COC(=O)C1C(C(=O)OC)=C(C)NC(C)=C1C(=O)OC)C1CCS(=O)(=O)C1 (centres undefined),5,7,3,-0.6,-0.8,5.1,-0.3,0,-3,81,-1

# In the list so far, these contain a COOH group:
SMILES,OPRM1-OPRD1 inv,PKA-R1A act,Arr AP2 block,AddAB inh,MOR-DOR ag,phage Ecoli inh,Ecoli viability,SUMO Mot1 rescue,PfHsp90 yeast 2,Pemphigus Ab inh,Tat export inh
Cc1ccc(F)cc1NC(=O)C1C2CCC(O2)C1C(=O)O (centres undefined),-1,9,30,1.5,0.1,-1.5,1.1,12,-14,91,-12
CC(C)[C@H](NC(=O)c1ccccc1)C(=O)O,14,-9,9,4.3,-3.0,1.7,-0.9,-7,0,116,3

# (more compounds)
SMILES,OPRM1-OPRD1 inv,PKA-R1A act,Arr AP2 block,AddAB inh,MOR-DOR ag,phage Ecoli inh,Ecoli viability,SUMO Mot1 rescue,PfHsp90 yeast 2,Pemphigus Ab inh,Tat export inh
NC(=O)CSc1nc2ccccc2c(=O)n1Cc1ccco1,9,-5,-5,1.6,-2.1,-1.8,-0.7,2,26,/,-9
COc1ccc(OCC(=O)NS(=O)(=O)c2ccc(Cl)cc2)cc1,9,-4,-2,2.9,-1.7,-0.6,1.3,4,-6,94,-5
CC1=C(C(=O)OCC(C)C)C23C(=O)c4ccccc4C2(O1)OC(N)=C3C#N (centres undefined),1,-1,-1,-0.6,-0.2,1.1,-2.5,-3,-4,89,-4
Cc1cccc(C)c1OCc1cc(C(=O)NCC2COCCO2)no1 (centres undefined),13,-9,9,1.5,-2.4,3.6,-1.2,-11,11,104,2
Cn1c(=S)c2[nH]c(SCC3CCCO3)nc2n(C)c1=O (centres undefined),12,-5,39,/,-2.5,0.2,/,/,-12,/,2
COc1ccc(CN2CCNC(=O)C2CC(=O)NCCc2nc(C)c3c(n2)CCC3)cc1C (centres undefined),0,8,24,2.0,0.0,1.4,-0.6,-10,24,101,6
COc1ccc(NC(=O)C2CCCN2S(=O)(=O)c2cccc3nsnc23)c(OC)c1 (centres undefined),-5,1,23,1.3,0.9,/,0.6,4,-13,103,4
Cc1ccc(C(=O)NCc2ccccn2)cc1S(=O)(=O)N1CCOCC1,15,0,-10,1.3,-3.8,6.1,1.2,15,29,96,-6
COc1ccc(C(CNC(=O)CCNS(=O)(=O)c2ccc(C)cc2)N2CCOCC2)cc1 (centres undefined),1,-7,-19,-2.7,-0.1,1.9,0.8,3,-10,101,-3
Cc1cccc(NC(=O)C2CC(=O)N/C(=N/N=C/c3ccco3)S2)c1 (centres undefined),17,-8,29,-2.2,-3.3,0.8,-2.5,-1,0,96,-10
Cc1cc(C)c(NC(=O)C2CC(=O)N(C(C)C)C2)c(C)c1 (centres undefined),16,-6,4,0.0,-3.3,1.9,-0.9,-7,-12,101,0
CCCc1ccc(NC(C)C(=O)Nc2ccc(S(=O)(=O)N3CCOCC3)cc2)cc1 (centres undefined),3,6,-4,/,-0.6,2.4,/,/,23,97,-1
CC(C)(C)S(=O)N1Cc2cc(=O)n(Cc3ccccc3)c(CCO)c2[C@@H]1CCO (some centres undefined),-4,-7,-3,/,0.9,0.5,/,/,2,104,-3
COC(=O)c1c(NC(=S)Nc2ccccc2Cl)sc(C)c1C,-4,21*,-3,0.8,0.7,/,-0.1,-15,-9,96,0
Cc1nc2sc(C(=O)c3ccccc3)c(N)c2c2c1CCCC2,-8,-2,21,0.8,1.5,4.5,1.0,11,-8,106,4
O=C(O)c1ccc(-c2cccc(Cl)c2)o1,10,-11,4,1.4,-1.7,0.7,1.8,-14,/,123,-7
Cc1ccc(C)c(S(=O)(=O)N2CCCCC2CCNC(=O)C(=O)NC2CC2)c1 (centres undefined),2,7,4,0.2,-0.3,-1.0,-0.3,74,6,103,-10
CC(C)N1CCc2c(sc(NC(=O)c3ccc(C(=O)c4ccccc4)cc3)c2C(N)=O)C1,13,-12,2,0.4,-2.3,1.0,-4.0,2,-9,/,0
CCCCNC(=O)CCc1c(C)nc2nc(-c3cc(OC)cc(OC)c3)nn2c1C,2,9,24,0.7,-0.4,0.8,1.4,-21,17,-1.6*,3
COc1ccc(C(=O)NNC(=O)C(C)NC(=O)c2ccccc2NC(=O)c2ccco2)cc1 (centres undefined),14,-7,-4,5.2,-2.8,5.5,-1.1,-3,-15,97,-2
O=C(Nc1ccc(N2CCN(C(=O)c3ccccc3)CC2)cc1)c1ccc2c(c1)OCO2,2,5,1,1.4,-0.3,1.8,-1.1,9,-24,/,8
CCOc1ccccc1C(=O)NC1CCN(Cc2nnnn2C2CCCC2)CC1,5,7,13,/,-0.9,2.6,/,/,14,102,2
COc1ccc(NC(=O)CSCc2ccc([N+](=O)[O-])cc2)cc1OC,6,2,18,3.5,-1.1,2.7,-1.7,58,19,107,6
COc1cccc(/C=N/n2c(=O)[nH]c3ccccc32)c1OC,-14,-5,0,2.9,2.2,0.9,1.5,-17,-22,94,31
CC(=O)Nc1ccc(-c2csc(Nc3cccc(C)n3)n2)cc1,5,5,-11,/,-0.9,5.3,/,/,-5,96,4
CCOc1ccc(C(=O)CCC(=O)Nc2ccc(C)c(S(=O)(=O)N3CCCCC3)c2)cc1,5,-11,1,/,-1.0,0.2,/,/,/,96,7
OC(CNCc1ccc2c(c1)OCO2)COc1ccc(F)cc1 (centres undefined),-11,2,-2,0.0,2.1,2.5,1.9,24,-8,118,0

# Pulled by compound from the list above (4):
SMILES,OPRM1-OPRD1 inv,PKA-R1A act,Arr AP2 block,AddAB inh,MOR-DOR ag,phage Ecoli inh,Ecoli viability,SUMO Mot1 rescue,PfHsp90 yeast 2,Pemphigus Ab inh,Tat export inh
O=C(Nc1ccc(N2CCN(C(=O)c3ccccc3)CC2)cc1)c1ccc2c(c1)OCO2,2,5,1,1.4,-0.3,1.8,-1.1,9,-24,/,8
COc1ccc(CN2CCNC(=O)C2CC(=O)NCCc2nc(C)c3c(n2)CCC3)cc1C (centres undefined),0,8,24,2.0,0.0,1.4,-0.6,-10,24,101,6
O=C(O)c1ccc(-c2cccc(Cl)c2)o1,10,-11,4,1.4,-1.7,0.7,1.8,-14,/,123,-7
CC(=O)Nc1ccc(-c2csc(Nc3cccc(C)n3)n2)cc1,5,5,-11,/,-0.9,5.3,/,/,-5,96,4
